High-throughput results as filed in PubChem.
GRP78 ERSR act: qHTS for Inducers of the Endoplasmic Reticulum Stress Response (ERSR) in Human Glioma: qHTS. Potency, µM, inactives show top-dose activation, most hits filed as activators. 420,000 tested, 0.02% active. U87-MG GRP78 promoter luciferase reporter, 16 h; also: potency is read from the fitted curve at half-maximal effect; series mostly up to about 76 µM; % of control where 0% means no effect; nearly all actives have a fitted effect of over 35% in size
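Stably transfected U87-MG glioma cells carrying a GRP78-based luciferase sensor; 16 h compound incubation. Luminescence end-point read 10 min after Bright-Glo addition at room temperature.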
Pol eta inh: qHTS for Inhibitors of Polymerase Eta; DNA polymerase eta (Homo sapiens), Q9Y253; recombinant Pol eta, fluorescent DNA replication assay; Potency, µM (doses to about 114 µM), for inactives: top-dose activity change, negative = inhibition, hits mostly inhibitors; 390,000 tested, 1.2% active; AID 588591, 2011; also: potency is read from the fitted curve at half-maximal effect; % is scaled to controls: 0 for no effect and ±100 for the full control effect
Target sequence (Q9Y253 whole entry, looked up): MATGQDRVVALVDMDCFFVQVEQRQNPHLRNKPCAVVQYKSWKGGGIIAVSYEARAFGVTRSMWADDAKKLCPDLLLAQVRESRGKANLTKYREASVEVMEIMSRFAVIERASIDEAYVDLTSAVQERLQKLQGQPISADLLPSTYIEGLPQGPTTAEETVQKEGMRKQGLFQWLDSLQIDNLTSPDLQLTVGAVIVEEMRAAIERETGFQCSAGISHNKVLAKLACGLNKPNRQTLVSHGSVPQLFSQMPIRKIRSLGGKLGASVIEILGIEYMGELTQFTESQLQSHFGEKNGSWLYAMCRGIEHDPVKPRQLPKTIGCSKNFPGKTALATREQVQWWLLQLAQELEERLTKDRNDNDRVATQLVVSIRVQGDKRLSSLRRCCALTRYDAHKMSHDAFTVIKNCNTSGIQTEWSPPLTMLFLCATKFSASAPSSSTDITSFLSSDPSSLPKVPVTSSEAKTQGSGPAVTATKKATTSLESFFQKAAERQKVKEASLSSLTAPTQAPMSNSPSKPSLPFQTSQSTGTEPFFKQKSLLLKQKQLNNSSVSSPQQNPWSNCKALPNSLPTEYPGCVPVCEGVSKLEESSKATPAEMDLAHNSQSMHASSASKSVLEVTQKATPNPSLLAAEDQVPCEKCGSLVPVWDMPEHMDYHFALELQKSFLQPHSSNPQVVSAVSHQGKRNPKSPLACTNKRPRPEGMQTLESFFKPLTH
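Pol eta at 10 nM preincubated with compounds 15 min at room temperature; reaction started with fluorescent substrate (50 nM final) and read kinetically at 0 and 10 min.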
LDHA inh: qHTS assay for inhibitors of human lactate dehydrogenase | AID 1347041, 2019 | activity change, % (values are at about 110 or 230 µM) | purified LDHA, NADH/diaphorase-resazurin fluorescence; hits give low values | 480,000 tested, 0.15% active | L-lactate dehydrogenase A chain (Homo sapiens), P00338; in the data active = activity change below about -30%;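 also: plate controls were DMSO wells for no effect and wells without enzyme for full effect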
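Enzyme activity of human lactate dehydrogenase 5 (2 nM; 0.06 mM NADH, 0.2 mM pyruvate, 5 min, RT) is measured via a resazurin/diaphorase fluorescence readout of residual NADH.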
Starred values were filed as active, the others as inactive; & = joins results of further samples. Unless noted, calls follow the shape of the dose curve; as a rule, active = well fitted curve in the direction sought with a large enough effect; inconclusive = small, poorly fitted or top-dose-only effect, or another doubt; inactive = no such curve, though single readings can be large; an effect the other way counts as inactive or inconclusive. Only part of the results is shown (hit frequency here may not be typical).

Below each compound: GRP78 ERSR act	Pol eta inh	LDHA inh
> CN1OC[C@@H]2CN(Cc3cc(Cl)cc(Cl)c3)[C@H](c3cccc(-c4ccc(C#N)cc4)c3)C[C@@H]21
    -0.5%	-18.8%	-30.8*
> Cc1ccc(S(=O)(=O)N2C[C@H]3n4c(=O)ccc(=O)n4C[C@H](OC(=O)NC4CCCC4)[C@@]3(O)C2)cc1
    -8.5%	-12.2%	-2.0
> COc1ccc(OC)c(CN2CCN(C(=O)c3ccc(S(=O)(=O)N4CCCCCC4)cc3)CC2)c1
    -6.3%	-14.5%	0.7
> C[C@H](O)[C@@H]1C(=O)N2CCc3c([nH]c4ccccc34)[C@@H]2C[C@@H]1N(C)C(=O)Nc1ccccc1
    -0.9%	-11.5%	0.1
> COc1ccc(C(=O)CSc2nc3nn(-c4ccccc4)c(=O)c-3c3n2CCCCC3)c(OC)c1
    -3.6%	-3.4%	-3.4
> O=C(CSc1nnc(-c2ccccc2F)n1C1CC1)N1CCCC1
    -3.6%	-11.5%	3.0
> CN(CCOc1ccccc1)C(=O)c1cc(S(=O)(=O)N2CCOCC2)c(Cl)cc1Cl
    -6.1%	-4.3%	0.0
> COc1ccc(CCNC(=O)CCCn2c(=S)[nH]c3ccsc3c2=O)cc1OC
    0.3%	0.6%	-4.9
> O=C(Nc1ccc(C(=O)N2CCOCC2)cc1)c1ccccc1Cl
    1.0%	3.8%	-8.4
> COc1ccc(C(=O)NCC2(c3ccc(OC)c(OC)c3)CCCC2)cc1OC
    -2.6%	-17.8%	-2.9
> CCN(CC)C(=O)C1=C(C)N(Cc2ccc(OC)cc2)C(=O)C(CC(=O)NCCc2ccccn2)C1 (configuration not stated)
    -3.1%	-11.0%	-0.7
> C[C@@H]1CN([C@@H](C)CO)C(=O)c2cc(NS(C)(=O)=O)ccc2O[C@@H](C)CCCCO[C@H]1CN(C)C(=O)Nc1ccc2c(c1)OCO2
    0.2%	-1.2%	4.9
> NS(=O)(=O)c1cc(Br)c2c(c1)S(=O)(=O)NCN2
    -2.9%	-15.2%	-36.5*
> CC1=C(C(=O)N2CCOCC2)CC(CC(=O)NC2CCCC2)C(=O)N1Cc1ccccc1 (configuration not stated)
    4.7%	-19.3%	-10.2
> Cc1cccc(-c2cc3nc(C)cc(=O)n3[nH]2)c1
    1.1%	3.5%	1.2
> COc1ccc(NC(=O)C[C@H]2C(=O)N(Cc3cccnc3)C[C@@H]2Cc2ccccc2)cc1
    -2.0%	-13.6%	-0.3
> CCCN1CCN(C(=O)c2ccc3[nH]c(C)c(C)c3c2)CC1
    -0.7%	-1.7%	-0.1&0.0
> COc1ccc(-n2nc3c(c2NC(=O)COc2ccccc2OC)CS(=O)(=O)C3)cc1
    -2.4%	-5.8%	2.5
> COc1ccc(S(=O)(=O)N(C)[C@H]2C[C@H]3c4cc(-c5ccccc5)ccc4CCN3C(=O)[C@H]2[C@H](C)O)cc1
    -1.7%	-16.0%	-3.2
> CC(C)(C)OC(=O)N1CCN(C(=O)c2ncn3c2c(=O)[nH]c2ccccc23)CC1
    -1.6%	3.2%	-0.6
> Cc1ccc2nc3n(c(=O)c2c1)-c1ncccc1C(=O)NC3Cc1ccc(O)cc1 (configuration not stated)
    -2.1%	-18.6%	6.1
> Cc1cn([C@H]2C[C@H](O)[C@@H](CNCc3cccn3-c3ccncc3)O2)c(=O)[nH]c1=O
    -0.1%	-3.2%	-5.6
> C#CCN(C[C@H]1[C@H](OC(=O)NCc2ccc(OC)c(OC)c2)[C@H](OC(=O)NCc2ccc(OC)c(OC)c2)C[C@@H](C(=O)OC)[C@H]1C(=O)OC)S(=O)(=O)c1ccc(C)cc1
    -2.0%	-11.4%	-0.1
> COc1ccc([C@H]2C[C@@H](n3cc(COC(=O)c4ccccc4)nn3)[C@H](O)CN2C(=O)C2CCCCC2)cc1
    -2.8%	-23.6%	1.8
> O=C(N/C(=C/c1ccc(F)cc1)C(=O)N1CCOCC1)c1ccco1
    -1.4%	-1.3%	-0.9
> O=C(COC(=O)c1cccc(OC(F)F)c1)Nc1cc(S(=O)(=O)N2CCCC2)ccc1Cl
    -2.2%	-12.7%	1.8
> CCc1ccc(CNC(=O)C2CCN(S(=O)(=O)N3CCCCC3)CC2)cc1
    -3.7%	-1.2%	-6.3
> COc1ccc(-c2ccc(CN3C(C(C)C)C(=O)N(Cc4cn(CCC5OCCCO5)nn4)CCS3(=O)=O)cc2)cc1OC (configuration not stated)
    -2.0%	7.7%	-3.9
> O=[N+]([O-])c1cccc(S(=O)(=O)Nc2ccccn2)c1
    -1.7%	-5.9%	-2.1
> C[C@H](CO)N1C[C@H](C)[C@@H](CN(C)Cc2ccc3c(c2)OCO3)OCc2cnnn2CCCC1=O
    -1.5%	-12.3%	-1.7

2 of these compounds, set out differently.
GRP78 ERSR act	Pol eta inh	LDHA inh	SMILES
-1.7%	-5.9%	-2.1	O=[N+]([O-])c1cccc(S(=O)(=O)Nc2ccccn2)c1
-1.5%	-12.3%	-1.7	C[C@H](CO)N1C[C@H](C)[C@@H](CN(C)Cc2ccc3c(c2)OCO3)OCc2cnnn2CCCC1=O

(listing goes on)
Below each compound: GRP78 ERSR act	Pol eta inh	LDHA inh
> COC(=O)c1cccc(NC(=O)CCN2C(=O)NC(C)(C)C2=O)c1
    -1.1%	-7.2%	-3.4
> COc1ccc(NC(=O)CNc2ccc(OC)c(S(=O)(=O)N3CCOCC3)c2)cc1
    -7.2%	-2.1%	1.3
> CC1C(=O)N(Cc2cn(CCC3OCCO3)nn2)CCS(=O)(=O)N1Cc1ccc(-c2cccc(CO)c2)cc1 (configuration not stated)
    -0.1%	-19.2%	-1.2
> Nc1ccn([C@@H]2O[C@H](CNCc3ccc(-c4cc(C(F)(F)F)ccc4Cl)o3)[C@@H](O)[C@H]2O)c(=O)n1
    -1.7%	-20.2%	-8.3
> O=C(CCC1CCN(Cc2nccs2)CC1)Nc1ccccc1
    0.4%	-14.1%	-2.8
> COc1ccc(NC(=O)C2CC(=O)N(c3ccccc3F)C2)cc1S(=O)(=O)N1CCCCC1 (configuration not stated)
    -2.8%	-5.9%	-0.1
> CSc1ccccc1C(=O)OCC(=O)Nc1c(C)n(C)n(-c2ccccc2)c1=O
    -4.2%	-3.0%	-2.4
> Cc1c(C)c2cc(Cl)c(OCC(=O)NCCCN3CCCC3=O)cc2oc1=O
    0.2%	-3.0%	-0.9
> CCN(CC)C(=O)C(C)N1c2cccc3cccc(c23)S1(=O)=O (configuration not stated)
    -4.7%	9.9%	3.9
> Cc1noc(C)c1COc1ccccc1C(=O)N1CCN(S(=O)(=O)c2ccc(C(C)C)cc2)CC1
    -4.8%	-17.7%	-3.3
> C[C@H]1CN([C@@H](C)CO)C(=O)CCCn2cc(nn2)CO[C@@H]1CN(C)C(=O)Nc1ccc2c(c1)OCCO2
    -0.5%	-2.0%	-5.1
> CNC(=O)c1ccc(NC(=O)c2ccccc2OCc2c(C)noc2C)cc1
    -3.1%	6.5%	-6.2
> O=C(NCC(c1ccco1)N1CCCC1)c1cccc(S(=O)(=O)N2CCc3ccccc32)c1 (configuration not stated)
    -1.5%	-5.5%	-5.2
> CC(Sc1nc(N)cc(=O)[nH]1)C(=O)Nc1ccc(N2CCOCC2)cc1 (configuration not stated)
    -6.2%	-8.0%	5.5
> N#CCC(C(=O)c1cccnc1)c1ccccc1 (configuration not stated)
    -2.7%	-6.4%	0.9
> CCc1ccc(N2CC(C(=O)Nc3ccc(OC)c(S(=O)(=O)N4CCOCC4)c3)CC2=O)cc1 (configuration not stated)
    -5.7%	-0.5%	-4.0
> CC1(C)CC(=O)C=C(c2ccccc2CO)C1=O
    1.0%	-19.9%	-2.7
> COc1cccc(S(=O)(=O)N(C)C[C@@H]2OCc3cnnn3CCCC(=O)N([C@@H](C)CO)C[C@@H]2C)c1
    -0.3%	-9.4%	1.1
> C[C@@H]1CN([C@@H](C)CO)C(=O)c2cc(-c3cccnc3)cnc2O[C@H]1CN(C)C(=O)c1cccc(F)c1
    -3.0%	-6.7%	-1.7
> Cc1noc(C)c1NC(=O)N(C)C[C@@H]1Oc2cc(Br)ccc2S(=O)(=O)N([C@@H](C)CO)C[C@H]1C
    -2.4%	-17.7%	-0.7
> COc1ccc(-c2ccc(CN3C(C)C(=O)N(Cc4cn(CCC5OCCO5)nn4)CCS3(=O)=O)cc2)cc1 (configuration not stated)
    -3.8%	28.2µM*	1.2
> CC1=C(C(=O)N(C)C)CC(CC(=O)NCCN2CCOCC2)C(=O)N1Cc1ccc(F)cc1 (configuration not stated)
    -2.9%	-2.8%	2.0
> COc1ccc(Cl)cc1C(=O)NNC(=O)CCNC(=O)c1ccccc1
    -2.3%	-8.7%	-4.9
> CCN(CC)C(=O)C1=C(C)N(Cc2ccc(OC)cc2)C(=O)C(CC(=O)NCC2CCCCC2)C1 (configuration not stated)
    -0.5%	-7.6%	-2.1
> CSc1nnc2sc3cc(C)ccc3n12
    -0.6%	-5.3%	-3.6
> Nc1cccc(OCCCCCOc2cccc(N)c2)c1
    -1.4%	-11.7%	2.5
> CC(C)CC1C(=O)N(Cc2cn(Cc3ccco3)nn2)CCS(=O)(=O)N1Cc1ccc(-c2cccc(N(C)C)c2)cc1 (configuration not stated)
    -3.6%	5.8%	17.4
> COc1ccc([C@H]2N[C@]3(CCCN(Cc4ccccc4)C3=O)[C@H]3C(=O)N(Cc4ccccc4)C(=O)[C@@H]23)cc1
    -7.3%	-4.0%	-10.3
> CCCn1c(=S)[nH]c2cc(C(=O)NCc3ccccc3OC)ccc2c1=O
    -2.3%	-8.8%	-1.9
> COC(=O)c1c(NC(=O)c2ccc(C(=O)c3ccccc3)cc2)sc2c1CC(C)(C)NC2(C)C
    -5.2%	0.1%	-2.0

Additional results follow.
Below each compound: GRP78 ERSR act	Pol eta inh	LDHA inh
> COc1ccc(NC(=S)N(CCc2ccncc2)C(C)C)cc1Cl
    -3.1%	-17.5%	-8.5
> O=C(CC1CC1)Nc1ccc2c(c1)[C@H]1C[C@H](CC(=O)N3CCc4ccccc4C3)O[C@@H](CO)[C@H]1O2
    -3.6%	-10.6%	-3.1
> O=C(C[C@H]1C(=O)N(Cc2cccnc2)C[C@@H]1Cc1ccccc1)Nc1ccccc1
    -5.0%	-2.0%	-2.5
> CCC(c1ccccc1)c1noc(CCN(CC)CC)n1 (configuration not stated)
    -5.1%	-3.6%	-4.9
> COc1ccc(NC(=O)N(C)C[C@@H]2OCc3cn(nn3)CCCC(=O)N([C@H](C)CO)C[C@H]2C)cc1
    0.9%	-12.6%	0.4
> CC(=O)Nc1ccc(NC(=O)CSc2nnc(NC(=O)c3ccccc3F)s2)cc1
    -9.5%	-1.3%	-8.4
> CC1=C(C(=O)N(C(C)C)C(C)C)CC(CC(=O)NC2CCCC2)C(=O)N1Cc1ccccc1 (configuration not stated)
    -4.6%	-6.1%	-10.8
> CSc1ccccc1C(=O)N1CCc2ccc(NC(=O)c3ccccn3)cc2C1
    -5.0%	-19.4%	-4.3
> COCc1c(C(=O)Nc2nnc(C3CC3)s2)oc2ccccc12
    -1.6%	1.4%	0.5
> O=C(Nc1ccnn1C1CCN(Cc2ccc(CO)o2)CC1)c1cccc(F)c1
    0.7%	4.2%	-2.1
> Cc1cccc(C#CC2=CC(=O)CC(C)(C)C2)c1
    1.2%	-23.9%	-1.4
> CC1CCCC(NC(=O)COC(=O)c2ccccc2C(=O)N(C)C2CCCCC2)C1C (configuration not stated)
    -2.5%	-13.5%	-5.8
> CN(C)c1ccc(Sc2ccc3nc(N)nc(N)c3c2)cc1
    -6.5%	-12.5%	1.9
> C=Cn1cc(CNC[C@H]2O[C@@H](n3cc(C)c(=O)[nH]c3=O)C[C@@H]2O)c(C)n1
    -2.3%	-9.3%	-2.3
> Nc1c(C(=O)Nc2ccc(Br)cc2)sc2nc(N3CCOCC3)c3c(c12)CCCC3
    -4.4%	-20.8%	2.7
> COc1ccc(S(=O)(=O)N2CCOCC2)cc1NC(=O)CCCOc1ccc(C(C)=O)cc1
    -7.6%	2.7%	-5.9
> COc1ccc(COC(=O)CCCN=C2NS(=O)(=O)c3ccccc32)cc1F
    1.0%	-3.1%	-5.9
> Cc1n[nH]c(=O)n(N=Cc2c[nH]c3ccccc23)c1=O
    0.0%	-18.9%	-4.2

Arranged by count of non-hydrogen atoms (ascending): part of the list above
Below each compound: GRP78 ERSR act	Pol eta inh	LDHA inh
> CN(C)c1ccc(Sc2ccc3nc(N)nc(N)c3c2)cc1
    -6.5%	-12.5%	1.9
> O=C(Nc1ccnn1C1CCN(Cc2ccc(CO)o2)CC1)c1cccc(F)c1
    0.7%	4.2%	-2.1
> CC(=O)Nc1ccc(NC(=O)CSc2nnc(NC(=O)c3ccccc3F)s2)cc1
    -9.5%	-1.3%	-8.4
> COc1ccc(S(=O)(=O)N2CCOCC2)cc1NC(=O)CCCOc1ccc(C(C)=O)cc1
    -7.6%	2.7%	-5.9
